PvdQ inh: P. aeruginosa PvdQ acylase inhibition. purified PvdQ acylase, fluorescence plate reader. inhibition, % at 10 µM. 340,000 compounds, 0.063% hits; in the data active means inhibition above about 30%, passing the limit was not always enough;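 further: 0% = vehicle neutral wells and 100% = reference inhibitor wells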
CAL PDZ inh: inhibitors of human CAL PDZ peptide binding; Q9HD26; purified CAL PDZ, TMR-peptide fluorescence polarization, 1 h; inhibition, % at 20 µM; 330,000 compounds, 0.02% hits;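 active means highest replicate inhibition of at least 40%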;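 further: plate controls were DMSO neutral control wells for no effect and unlabeled competitor peptide control wells for full effect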
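Material: tagged CAL PDZ domain; buffer or medium: 25 mM sodium phosphate pH 7.4, 150 mM NaCl, TCEP, IgG, Thesit; compound dosing: single point, 20 µM; schedule: 1 h incubation at room temperature before polarization reading; measured by: FP readout, S and P plane fluorescence; read-out basis: percent inhibition from loss of millipolarization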
PfHsp90 set2: inhibits growth of yeast expressing Plasmodium falciparum Hsp90; S. cerevisiae expressing PfHsp90, BacTiter-Glo ATP, 48 h; yeast lacking PDR1 and PDR3 efflux regulators; inhibition, % at 9.4 µM; 310,000 compounds, 0.32% hits;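 active means every replicate shows inhibition above about 80%, whatever the replicate mean, limit read from the data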;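 further: 0% = DMSO neutral controls and 100% = 20 µM radicicol positive controls; yeast relying on Plasmodium falciparum Hsp90 in place of its own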
phage Ecoli inh: E. coli growth loss with phage present. growth absorbance. inhibition, % at 11.9 µM. 360,000 compounds, 0.26% hits; in the data active means inhibition above about 11%
DAGLB inh: diacylglycerol lipase beta (human) inhibition; Q8NCG7; HEK293T DAGLB membrane lysate, EnzChek fluorogenic substrate; inhibition, % at 5.17 µM; 340,000 compounds, 0.059% hits; AID 504411; in the data active means inhibition above about 34%;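 further: 0% = enzyme with vehicle and 100% = wells lacking enzyme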
Target sequence (Q8NCG7 whole entry, looked up): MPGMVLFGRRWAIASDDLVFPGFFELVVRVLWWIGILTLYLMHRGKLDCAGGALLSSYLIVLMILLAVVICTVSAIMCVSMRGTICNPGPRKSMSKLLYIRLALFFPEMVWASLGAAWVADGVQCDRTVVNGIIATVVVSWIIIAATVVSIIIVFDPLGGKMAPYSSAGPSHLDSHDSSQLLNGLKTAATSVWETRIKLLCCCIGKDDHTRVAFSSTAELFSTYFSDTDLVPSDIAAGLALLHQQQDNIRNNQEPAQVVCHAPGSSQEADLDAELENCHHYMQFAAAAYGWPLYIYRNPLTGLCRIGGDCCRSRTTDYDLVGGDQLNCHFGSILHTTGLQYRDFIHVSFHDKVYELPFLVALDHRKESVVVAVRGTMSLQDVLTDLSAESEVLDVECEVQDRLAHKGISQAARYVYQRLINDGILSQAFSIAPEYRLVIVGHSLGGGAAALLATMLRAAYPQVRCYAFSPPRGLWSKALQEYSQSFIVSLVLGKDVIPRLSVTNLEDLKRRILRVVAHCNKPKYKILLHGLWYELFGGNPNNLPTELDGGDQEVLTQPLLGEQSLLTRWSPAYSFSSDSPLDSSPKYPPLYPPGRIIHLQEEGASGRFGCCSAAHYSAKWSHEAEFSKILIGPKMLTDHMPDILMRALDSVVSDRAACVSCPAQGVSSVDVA
Tat export inh: blocks Tat-dependent protein export in E. coli. AID 488895. E. coli MC4100 TorA-mCherry Tat export, fluorescence. 340,000 compounds, 0.036% hits. inhibition, % at 10 µM;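 active means mean replicate inhibition at least 50% and at least half of replicates individually reaching 50%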;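 further: exported cargo escapes ClpAP degradation while cytoplasmic cargo is degraded and loses fluorescence; 0% = median of neutral control wells and 100% = median of NaSCN control wells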
E coli growth: reduces bacterial viability in AddAB counter-screen. AID 449728. E. coli V3065 growth, OD600 absorbance, 18 h. 330,000 compounds, 0.27% hits. inhibition, % at 11.9 µM;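 active means inhibition above the campaign's mean inhibition across all tested compounds plus 3 SD, cut at about 9.9% in these data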;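 further: uninfected addAB+ strain grown without phage in ampicillin broth; 0% = DMSO wells and 100% = ciprofloxacin 0.95 µg/ml wells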
Wnt act: activates Wnt/beta-catenin signaling in a reporter cell assay; 300,000 compounds, 1.2% hits; AID 743398; activation, % at 9.35 µM; activator, plate reader; in the data active means activation above about 30%, passing the limit was not always enough;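 further: 0% = neutral control wells and 100% = positive control wells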
AddAB inh: less growth of phage-infected E. coli with AddAB | E. coli expressing H. pylori AddAB, absorbance growth | inhibition, % at 11.9 µM | 330,000 compounds, 0.29% hits; in the data active means inhibition above about 12%;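 further: 0% = vehicle wells of infected cells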
Rtt109 HAT inh: C. albicans Rtt109 histone acetyltransferase inhibition; purified Rtt109/Vps75, ThioGlo CoA-SH fluorescence, 4 h; inhibition, % at 34.9 µM; 330,000 compounds, 0.16% hits;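 active means inhibition of at least 50% in every replicate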
Target sequence (Q5AAJ8 whole entry, looked up): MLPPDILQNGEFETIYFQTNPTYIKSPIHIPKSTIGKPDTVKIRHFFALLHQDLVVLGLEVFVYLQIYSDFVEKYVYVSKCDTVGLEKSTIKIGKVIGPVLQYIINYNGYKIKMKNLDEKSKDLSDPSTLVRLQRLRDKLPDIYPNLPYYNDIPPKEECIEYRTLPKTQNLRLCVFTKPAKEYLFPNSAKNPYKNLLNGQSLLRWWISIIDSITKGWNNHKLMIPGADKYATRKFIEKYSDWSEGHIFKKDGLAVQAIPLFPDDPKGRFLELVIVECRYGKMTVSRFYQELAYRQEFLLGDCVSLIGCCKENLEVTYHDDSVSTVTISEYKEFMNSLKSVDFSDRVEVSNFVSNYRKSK
Starred values were filed as active, the others as inactive; . = not tested or not shown.

structure,Wnt act,PvdQ inh,DAGLB inh,E coli growth,PfHsp90 set2,phage Ecoli inh,CAL PDZ inh,AddAB inh,Rtt109 HAT inh,Tat export inh
CCN(CC)c1ccc(/C=N/NS(=O)(=O)c2ccc(CNC(C)=O)cc2)cc1,3,-10,-1,0.3,3,1.8,-2.1,-0.3,.,-10
Cc1ccc(Nc2nc(C(=O)NCC3CCCO3)cs2)cc1 (stereo unspecified),13,6,4,0.2,-22,1.2,-2.8,3.3,-19,5
CCN(CC)CCNC(=O)c1ccc(NC(=O)c2cccc(S(=O)(=O)N(C)C3CCCCC3)c2)cc1,2,-8,0,.,11,-2.3,-2.6,.,14,0
Cc1c(C(c2ccccc2Br)c2c(C)n(C)n(-c3ccccc3)c2=O)c(=O)n(-c2ccccc2)n1C,-1,-8,0,-1.0,-5,1.0,-0.7,-1.6,-3,-4
COc1cc(Br)cc2cc(C(=O)N3CCOCC3)c(=O)oc12,0,-2,-1,3.2,5,-0.2,-1.2,3.1,3,4
Cc1ccc(OCC(=O)Nc2ccc(S(=O)(=O)Nc3cc(C)nc(C)n3)cc2)cc1,4,-13,1,0.1,-2,1.5,-2.6,1.4,-12,-4
CCn1c(-c2ccccc2Cl)nn(CC(=O)Nc2ccccc2C)c1=S,.,-11,1,0.2,9,1.7,.,1.3,8,-2
COc1ccc(N(CC(=O)NCCc2ccc(S(N)(=O)=O)cc2)S(=O)(=O)c2c(C)noc2C)cc1,-3,-9,-2,0.4,-5,1.8,-2.1,0.8,3,-6
Cc1cc(NC(=O)CSc2ccnc(=O)[nH]2)no1,0,-10,-1,0.9,.,1.2,-1.9,4.7,5,0
C=CCn1c(COc2ccccc2)nnc1SCC(=O)C(C)(C)C,2,-9,0,0.5,-17,1.0,-0.2,4.2,12,-3
CC1CCCCC1NC(=O)CSc1nnc(-c2ccco2)n1C (stereo unspecified),2,-14,0,-2.4,.,3.5,0.9,1.9,-6,-8
COc1ccc(C2(C(=O)Nc3nncs3)CCCC2)cc1,-2,-22,0,4.4,0,3.4,-0.7,2.3,2,-2
CCCCn1c(N)c(N(CCOC)C(=O)COC(=O)CCOc2ccc(C)cc2)c(=O)[nH]c1=O,4,-17,0,-2.3,-8,5.2,0.2,0.3,2,3
C=CCCC(=O)N1C[C@H]2CON(C)[C@H]2C[C@H]1c1ccccc1Br,-1,-4,-6,.,-4,2.0,0.8,.,-2,-8
COc1cccc(CNC(=O)CC(NC(=O)c2ccccc2)c2ccccc2)c1 (stereo unspecified),0,0,-12,-2.5,11,1.2,-1.9,-1.9,0,-2
CC(=O)C1=C(C)OC2(O)c3ccccc3C(=O)C12O (stereo unspecified),-2,.,.,-3.0,.,1.4,.,2.7,.,.
CCN1CCN(C(=O)c2ccc3nc(-c4ccccc4)c(-c4ccccc4)nc3c2)CC1,-3,-4,-1,-1.3,38,1.0,-1.4,-1.7,-15,-2
CC(C)CN1CCC(=O)N(CCSc2ccc(Br)cc2)CC1,1,10,-3,3.6,17,5.7,1.4,6.0,-3,0
COCc1ccc(C(=O)OC(C)C(=O)Nc2c(C)n(C)n(-c3ccccc3)c2=O)cc1 (stereo unspecified),-2,-12,1,-0.5,-26,1.1,-0.4,-0.4,-4,-6
COc1cccc(NC(=O)CN(C)C(=O)CCN2C(=O)C3CC=CCC3C2=O)c1 (stereo unspecified),-2,3,0,.,.,2.3,-3.3,.,47,8
CC(=O)N=C1SC2CS(=O)(=O)CC2N1Cc1ccc(C)cc1 (stereo unspecified),-1,.,.,-2.5,.,1.2,.,-0.1,.,.
CS(=O)(=O)N(CC(=O)N1CCOCC1)Cc1ccccc1,-3,-14,2,-1.2,8,0.5,-2.6,2.4,-1,37
O=S(=O)(Nc1ccccc1Cl)c1ccc2[nH]c(=S)oc2c1,1,4,8,0.6,-4,1.5,-0.6,5.0,-5,-7
Cc1cc(C)nc(NC(=S)Nc2cccc(F)c2)c1,14,-13,-6,-0.8,19,3.5,0.0,-0.1,4,-3
NNc1nc(Nc2ccc([N+](=O)[O-])cc2)nc(N2CCCCCC2)n1,-3,2,-4,-3.5,-10,4.0,-0.7,2.1,-1,3
Cc1cccc(NC(=S)N(Cc2cccs2)Cc2cc3cc(C)cc(C)c3[nH]c2=O)c1,.,-1,1,0.3,-5,3.2,-1.0,1.9,-8,11
O=C(Cc1c(F)cccc1Cl)N/N=C/c1cccnc1,1,3,1,.,13,-1.2,-0.9,.,12,-4
CN(C)S(=O)(=O)c1cccn1-c1ncc(C(F)(F)F)cc1Cl,-1,-11,-3,-0.1,19,1.6,-2.9,-1.7,-5,6
O=C(CSc1ncn[nH]1)NC1CC2CCC1C2 (stereo unspecified),.,-7,0,0.7,-2,1.1,-0.6,0.5,-7,2
CC1N(O)C(C)(C)C(c2ccccc2)=[N+]1[O-] (stereo unspecified),-5,13,-4,-3.1,18,3.2,-1.3,1.2,7,-6
COc1ccc(N/C=C(\C#N)S(=O)(=O)c2ccc(Cl)cc2)c(OC)c1,3,-2,2,-0.2,-19,3.1,-0.8,0.4,8,4
Cc1snc(SCc2cccc(Cl)c2)c1C#N,4,8,-14,0.5,25,0.7,-0.5,-2.2,.,4
COc1ccc(C(=O)C23CC4CC(C2)CC(C(=O)c2ccc(OC)cc2)(C4)C3)cc1,-3,-14,-3,-1.1,9,2.9,-0.8,0.7,.,4
O=S(=O)(Nc1ncccn1)c1ccccc1,-1,3,-2,-0.8,2,3.3,.,0.2,-5,-6
c1cncc(-c2nc(N3CCCCCC3)c3ccccc3n2)c1,.,9,-4,-0.9,14,1.1,-1.9,-1.1,-1,9
C/C(CC(=O)Nc1ccc2c(c1)OCCO2)=N\NC(=O)COc1ccccc1,1,-16,-2,0.1,-6,-0.9,-2.1,0.3,23,4
COc1cc2c(cc1OC)C(C)N(C(=O)c1sc(-c3cnccn3)nc1C)CC2 (stereo unspecified),-3,.,.,0.4,.,1.8,.,1.1,.,.
COC(=O)CCC(=O)OC1(C)C(=O)C=C2C=C(C3CC3)N(Cc3ccc4c(c3)OCO4)C=C2C1=O (stereo unspecified),12,-8,5,0.2,-2,0.3,1.0,3.4,1,1
OCC#Cc1ncc(C(F)(F)F)cc1Cl,-1,-25,-1,-1.9,-22,0.6,-0.8,0.9,-3,12
FC(F)Sc1ccc(-n2cc(-c3ccc(Cl)cc3)[n+]3c2CCC3)cc1,-4,12,2,-2.3,2,3.3,-0.2,-0.2,-7,-2
Cc1cc(NS(=O)(=O)c2ccc(NC(=S)NC(=O)c3cccnc3)cc2)no1,3,-20,-1,2.0,11,9.2,0.3,5.3,1,-9
CC(=O)N1CCN(S(=O)(=O)c2cccc(C(=O)NCc3ccc(F)cc3)c2)CC1,-5,2,-2,-0.2,0,-0.5,0.3,-0.2,2,2
CC(C)[C@@H](CSc1ccccc1)N1CCN(Cc2ccccc2)CCC1=O,-3,-1,0,-2.7,21,0.2,0.1,1.6,2,1
CC(Oc1cc2oc(=O)c3c(c2cc1Cl)CCC3)C(=O)NCC1CCC(C(=O)O)CC1 (stereo unspecified),-1,-10,1,-1.4,-12,2.8,-1.0,1.4,-5,2
CO/N=C(/CNC(=O)c1ccc(F)cc1)c1ccc(Cl)cc1,.,-6,-2,2.2,-2,1.3,-1.7,2.2,1,2
CCOc1ccccc1CN1CCN(C2CCSCC2)CC1CCO (stereo unspecified),-1,-7,0,-2.3,-14,3.0,0.1,4.6,0,11
Cc1ccc(OCCC(=O)OCC(=O)c2ccc3c(c2)NC(=O)CO3)cc1,-2,-13,3,0.9,8,-0.8,-0.5,0.9,2,7
COc1ccccc1-c1noc(CCC(=O)N2CCN(c3cc(C)ccc3C)CC2)n1,-3,-4,-3,0.4,-12,1.3,2.3,1.1,2,4
COc1cc(C(c2nnnn2C(C)(C)C)N2CCN(c3nc4ccccc4s3)CC2)ccc1O (stereo unspecified),-2,-9,1,1.8,-10,1.4,-2.1,1.7,66*,0
Cc1ccc(-c2noc(CSc3nnc(CCc4ccccc4)n3-c3ccccc3)n2)cc1,-3,4,-9,0.1,.,3.0,-3.1,-1.1,0,-2
COc1ccc(Br)cc1-c1noc(-c2ccncc2)n1,0,-2,-5,0.7,2,-1.4,-1.0,-1.4,17,8
COc1ccc(OC)c(NC(=O)CC2C(=O)NCCN2C(=O)c2ccccc2)c1 (stereo unspecified),-2,-7,-2,-1.3,-4,1.0,-0.9,2.5,-23,3
COc1ccc(OCC(O)CN(C2CCCCC2)C2CCCCC2)cc1 (stereo unspecified),0,8,-3,1.7,4,1.4,0.5,4.3,13,-9
CC(Sc1nnnn1C)C(=O)Nc1ccc(N2CCOCC2)cc1 (stereo unspecified),.,-5,0,-0.3,.,3.2,-2.4,0.8,-5,-3
O=C(COC(=O)c1ccccc1OCc1ccc(F)cc1)NCC1CCCO1 (stereo unspecified),-5,-9,0,-0.5,.,2.0,0.1,1.4,-7,-5
Cc1ccc(Nc2nnc(C)c(=O)[nH]2)cc1,0,-1,0,4.1,19,3.1,-0.1,4.7,-6,5
COC(=O)c1sc(NC(=O)c2ccco2)nc1C,.,-11,-3,1.0,15,3.4,-0.7,0.0,-1,0
O=C(Nc1cc(Cl)ccc1-n1cncn1)c1cncc(Br)c1,-4,-22,-1,-0.5,5,2.8,-2.2,1.4,-1,-7
C=CCc1cccc2cc(C(=O)Nc3ccc(F)cc3)c(=O)oc12,15,12,-3,-3.8,-2,3.9,-3.0,0.3,-2,0
CC(O)CNc1nc2ccccc2n1CC(=O)NCCc1ccc(Cl)cc1 (stereo unspecified),.,-9,-1,-0.8,-4,0.3,-0.8,-1.0,0,-2

(next part)
structure,Wnt act,PvdQ inh,DAGLB inh,E coli growth,PfHsp90 set2,phage Ecoli inh,CAL PDZ inh,AddAB inh,Rtt109 HAT inh,Tat export inh
CCc1ccc(C(=O)NC(CCSC)C(=O)OC)cc1 (stereo unspecified),1,-17,-2,-2.2,19,1.6,-0.5,-3.0,8,-8
O=C(CCC(=O)c1cccs1)OCC(=O)c1ccc(F)cc1,-3,-11,-3,1.6,-7,2.8,-0.3,1.1,-2,8
Cc1ccc(/C=N/NC(=O)C2=NNC(c3ccccc3)(c3ccccc3)C2)c(O)c1,.,-11,5,0.2,25,16*,-1.1,3.3,4,-6
Cc1cccc(C)c1OCC(=O)Nc1nnc(C2CCCO2)s1 (stereo unspecified),-2,8,-1,1.0,13,1.4,-0.5,3.0,1,9
Cc1nc2ccccc2n1S(=O)(=O)c1ccc(Br)cc1,-3,-5,2,1.1,-12,2.6,-0.2,0.5,9,-1
COc1cc(NC(=O)CN2CCN(S(=O)(=O)c3ccc(C(C)C)cc3)CC2)cc(OC)c1,.,-16,-4,-0.4,2,2.2,0.2,1.9,5,12

Already shown: two of the compounds above.
structure,Wnt act,PvdQ inh,DAGLB inh,E coli growth,PfHsp90 set2,phage Ecoli inh,CAL PDZ inh,AddAB inh,Rtt109 HAT inh,Tat export inh
Cc1nc2ccccc2n1S(=O)(=O)c1ccc(Br)cc1,-3,-5,2,1.1,-12,2.6,-0.2,0.5,9,-1
COc1cc(NC(=O)CN2CCN(S(=O)(=O)c3ccc(C(C)C)cc3)CC2)cc(OC)c1,.,-16,-4,-0.4,2,2.2,0.2,1.9,5,12
